MEKK2 mut-MEK5: MEK5 binding signal on mutant MEKK2 PB1, primary screen, biochemical, multiplex bead flow cytometry, Alexa488-MEK5 | Alexa488-MEK5 binding to MEKK2 mutant | percent response, % at 10 µM | hit rate 0.35% among 290,000; in the data active means percent response above about 24%, passing the limit was not always enough; further: inactives centre near 1; some results filed as inactive read as strong as hits; reference of the scale not given here
MEKK2wt PB1 HTS: modulators of MEK5 binding to wildtype MEKK2, primary screen, biochemical, multiplex bead flow cytometry, Alexa488-MEK5; Alexa488-MEK5 binding to MEKK2 WT; actives lie on both sides; binding response (% of control), % at 10 µM; hit rate 1.1% among 290,000; AID 1531, 2009; in the data active means binding response below about 67% or above about 130%
OXTR ag: human OXTR agonists, primary screen, fluorescence, CHO-OTR cells, Fluo-8 calcium | Oxytocin receptor (Homo sapiens), P30559 | Fluo-8 calcium fluorescence; normalized: DMSO 0%, oxytocin 100% | activation, % at 3 µM | hit rate 0.32% among 320,000 | AID 2435, 2010;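 active means activation above the mean of all tested compounds plus 3 SD, cutoff set per screening run, cut at about 20% in these data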;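 further: peak over basal fluorescence ratio from a 100 s FLIPR kinetic read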
Target sequence (P30559 whole entry, looked up): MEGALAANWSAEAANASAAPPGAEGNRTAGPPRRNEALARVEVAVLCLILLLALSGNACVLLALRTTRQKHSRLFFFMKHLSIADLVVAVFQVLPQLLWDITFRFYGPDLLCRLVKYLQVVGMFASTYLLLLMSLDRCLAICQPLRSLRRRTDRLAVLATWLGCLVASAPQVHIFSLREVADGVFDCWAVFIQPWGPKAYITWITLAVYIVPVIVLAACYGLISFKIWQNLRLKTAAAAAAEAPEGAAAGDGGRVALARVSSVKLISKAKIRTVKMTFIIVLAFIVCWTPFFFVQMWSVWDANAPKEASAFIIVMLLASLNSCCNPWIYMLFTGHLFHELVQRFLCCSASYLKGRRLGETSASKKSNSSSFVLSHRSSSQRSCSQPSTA
GPR7 antag: GPR7 receptor antagonists, primary screen, cell-based, fluorescence, single concentration | hit rate 1.1% among 290,000 | inhibition, % at 4.4 µM | GPR7-expressing cells, fluorescence antagonist assay | Neuropeptides B/W receptor type 1 (Homo sapiens), P48145; in the data active means inhibition above about 16%, passing the limit was not always enough;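 further: cells stimulated with the agonist NPW; 0% = agonist with vehicle and 100% = vehicle without agonist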
Target sequence (P48145 whole entry, looked up): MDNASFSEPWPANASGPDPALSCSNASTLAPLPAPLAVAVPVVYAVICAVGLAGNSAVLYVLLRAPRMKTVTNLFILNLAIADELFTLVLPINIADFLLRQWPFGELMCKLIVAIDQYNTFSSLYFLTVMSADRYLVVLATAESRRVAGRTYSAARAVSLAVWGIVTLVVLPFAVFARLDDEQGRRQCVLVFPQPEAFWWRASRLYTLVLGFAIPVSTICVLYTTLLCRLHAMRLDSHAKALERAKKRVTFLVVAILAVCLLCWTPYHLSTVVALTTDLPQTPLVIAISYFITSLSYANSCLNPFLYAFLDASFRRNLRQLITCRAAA
GalR3 antag: GalR3 antagonists in HEK293 cells, primary screen, cell-based, fluorescence readout | AID 651719, 2012 | inhibition, % at 3 µM | hit rate 0.44% among 360,000 | HEK293 GalR3-CNG cAMP membrane potential fluorescence; galR3 body fused to GalR1 C-terminus;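 active means inhibition above the screen-wide average plus 3 SD, cut at about 13% in these data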;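 further: forskolin and galanin both at EC90 stimulate the cells; cAMP rise reported by CNG channel membrane potential dye signal; 0% = forskolin plus galanin with DMSO and 100% = forskolin alone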
Target sequence (O60755 1-299 limits assumed): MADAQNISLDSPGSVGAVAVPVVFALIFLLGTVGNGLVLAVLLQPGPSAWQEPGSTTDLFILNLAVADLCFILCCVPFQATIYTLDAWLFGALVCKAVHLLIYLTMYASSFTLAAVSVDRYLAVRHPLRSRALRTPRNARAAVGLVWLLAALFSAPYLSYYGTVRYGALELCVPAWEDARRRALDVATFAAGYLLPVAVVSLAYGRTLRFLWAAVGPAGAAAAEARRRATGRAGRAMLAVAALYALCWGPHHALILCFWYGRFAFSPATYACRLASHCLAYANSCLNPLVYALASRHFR
OXTR potentiate: human OXTR potentiators, primary screen, fluorescence, CHO-OTR cells, Fluo-8 calcium. activation, % at 3 µM. Fluo-8 calcium fluorescence, potentiator mode; 0% = oxytocin EC15, 100% = EC100. hit rate 0.061% among 320,000. AID 2445, 2010. Oxytocin receptor (Homo sapiens), P30559;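 active means activation above that plate's cutoff, the mean activation of tested compounds plus 3 SD, cut at about 6.6% in these data, passing the limit was not always enough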;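 further: 100% uses oxytocin at 75 nM as the full agonist control; some results filed as inactive read as strong as hits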
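test system = CHO-OTR cells, human receptor | compound = single-point 3.0 µM | schedule = 6 min compound pre-incubation at room temperature, 100 s kinetic read | signal = Fluo-8 no-wash calcium dye fluorescence, excitation 470-495 nm, emission 515-575 nm | repeats = single well per compound, singlicate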
NALP1 yeast inh: NALP1 inflammasome inhibitors in reconstituted yeast, colorimetric, S. cerevisiae, triplicate retest | S. cerevisiae NALP1/ASC/caspase-1 growth, X-gal OD620, 72 h | inhibition, % at 10 µM | hit rate 0.61% among 280,000; in the data active means inhibition mostly above about 24%, no sharp cut-off; inactive means mostly below about 32%; further: some compounds called inactive have numbers as strong as hits
V1aR counter: agonists of human V1a receptor, primary screen, counter-screen for OXTR agonist project, fluorescence, CHO-V1R cells | Vasopressin V1a receptor (Homo sapiens), P37288 | Fluo-8 calcium fluorescence, agonist mode; 0% DMSO, 100% 3 nM vasopressin | activation, % at 3 µM | hit rate 0.25% among 320,000 | AID 2797, 2010;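 active means activation above the mean activation of all tested compounds plus 3 SD, per screening run, cut at about 20% in these data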;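 further: signal is peak over basal fluorescence ratio across a 100 second FLIPR read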
M18AAP inhibitor: PfM18AAP inhibitors, malaria aminopeptidase, primary screen, biochemical, QFRET, recombinant enzyme; M18 aspartyl aminopeptidase (Plasmodium falciparum 3D7); H-Glu-NHMec fluorogenic cleavage; inhibition, % at 7.35 µM; hit rate 1.2% among 290,000;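 active means inhibition above the campaign mean inhibition over all tested compounds plus 3 SD, cut at about 28% in these data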;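 further: 0% = plate median of test compound wells and 100% = 2 mM ZnCl2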
* marks the source's active call; other numbers are inactive results.

For Cc1cc2nnc(SCC(=O)N3CCCCCC3)n2c(N)n1 the results were MEKK2 mut-MEK5 -5, MEKK2wt PB1 HTS 98, OXTR ag 0.6, GPR7 antag -4, GalR3 antag -6, OXTR potentiate -2, NALP1 yeast inh 4, V1aR counter 0.7 and M18AAP inhibitor 2.
Screening CC(CC(=O)NCCc1ccc(F)cc1)c1ccccc1 (configuration not stated) returned MEKK2 mut-MEK5 2, MEKK2wt PB1 HTS 101, OXTR ag -1.0, GPR7 antag 1, GalR3 antag -11, OXTR potentiate -11, NALP1 yeast inh 7, V1aR counter -1.5 and M18AAP inhibitor 0.
Screening CCc1ccc(NC(=O)Cn2nc(C(=O)O)c3ccccc3c2=O)cc1 returned MEKK2 mut-MEK5 0, MEKK2wt PB1 HTS 101, OXTR ag -0.2, GPR7 antag -14, GalR3 antag -10, OXTR potentiate 1, NALP1 yeast inh 9, V1aR counter 0.7 and M18AAP inhibitor -9.
CCOCCn1c(CN2CCC(C)CC2)nc2c1c(=O)n(C)c(=O)n2C was read as MEKK2 mut-MEK5 15, MEKK2wt PB1 HTS 98, GPR7 antag -15, NALP1 yeast inh 23 and M18AAP inhibitor -8.
`COc1cc(C)c(NC(=S)Nc2cccc(Cl)c2)cc1OC` gave MEKK2 mut-MEK5 1, MEKK2wt PB1 HTS 96, OXTR ag 0.5, GPR7 antag 1, GalR3 antag 5, OXTR potentiate 2, NALP1 yeast inh 31, V1aR counter 0.8 and M18AAP inhibitor 5.
Screening CCOC(=O)c1sc(S(C)=O)c2c1CCc1conc1-2 (configuration not stated) returned MEKK2 mut-MEK5 1, MEKK2wt PB1 HTS 101, OXTR ag -1.7, GPR7 antag -21, GalR3 antag -5, OXTR potentiate -2, NALP1 yeast inh 8, V1aR counter 0.0 and M18AAP inhibitor -12.
For O=C1CSC(c2ccccc2)N1CCc1ccccc1 (configuration not stated) the results were MEKK2 mut-MEK5 -1, MEKK2wt PB1 HTS 98, OXTR ag -2.1, GPR7 antag -13, GalR3 antag -4, OXTR potentiate -1, NALP1 yeast inh 16, V1aR counter -0.8 and M18AAP inhibitor -10.
COc1ccc(N2C(=O)/C(=C\c3ccco3)N=C2SCC(=O)N(C(C)C)C(C)C)cc1Cl was read as MEKK2 mut-MEK5 -4, MEKK2wt PB1 HTS 93, OXTR ag -0.8, GPR7 antag 0, GalR3 antag -12, OXTR potentiate 5, NALP1 yeast inh 14, V1aR counter -1.1 and M18AAP inhibitor -9.
CCOc1ccc(-n2nc(C(=O)N3CCN(CC)CC3)c3ccccc3c2=O)cc1 was read as MEKK2 mut-MEK5 4, MEKK2wt PB1 HTS 85, OXTR ag 0.3, GPR7 antag -15, GalR3 antag -6, OXTR potentiate -3, NALP1 yeast inh 27, V1aR counter -0.2 and M18AAP inhibitor -1.
Screening COc1ccc(CCNC(=O)c2cc3c(=O)n4ccccc4nc3n(Cc3ccco3)c2=N)cc1OC returned MEKK2 mut-MEK5 5, MEKK2wt PB1 HTS 108, OXTR ag -0.2, GPR7 antag 8, GalR3 antag -11, OXTR potentiate 0, NALP1 yeast inh 9, V1aR counter 0.0 and M18AAP inhibitor 4.
For COc1cccc(C(NC(=O)c2ccccc2F)NC(=O)c2ccccc2F)c1 the results were MEKK2 mut-MEK5 -3, MEKK2wt PB1 HTS 95, OXTR ag -0.9, GPR7 antag 4, GalR3 antag 2, OXTR potentiate -8, NALP1 yeast inh 0, V1aR counter -0.2 and M18AAP inhibitor 0.
For C=CCNC(=S)N/N=C/c1ccc(C)cc1C the results were MEKK2 mut-MEK5 -7, MEKK2wt PB1 HTS 93, OXTR ag -2.5, GPR7 antag 0, GalR3 antag -3, OXTR potentiate -5, NALP1 yeast inh 32, V1aR counter -1.9 and M18AAP inhibitor 5.
Screening COC(=O)N/N=C\c1cccc(OC(=O)c2cccs2)c1 returned MEKK2 mut-MEK5 4, MEKK2wt PB1 HTS 104, OXTR ag 0.4, GPR7 antag -10, GalR3 antag -5, OXTR potentiate -19, NALP1 yeast inh -4, V1aR counter 1.9 and M18AAP inhibitor 1.
For Cc1c(-c2ccncc2)oc2ccc(Br)cc2c1=O the results were MEKK2 mut-MEK5 -2, MEKK2wt PB1 HTS 96, OXTR ag -1.0, GPR7 antag 2, OXTR potentiate -10, NALP1 yeast inh -13, V1aR counter -0.9 and M18AAP inhibitor 2.
O=Cc1c[nH]c2ccc(OCc3ccccc3)cc12 was read as OXTR ag 4.0, GalR3 antag -6, OXTR potentiate -6 and V1aR counter 0.7.
For CCn1cc(C(=O)Nc2cc(C)ccc2C)c(=O)c2ccc(C)nc21 the results were MEKK2 mut-MEK5 -7, MEKK2wt PB1 HTS 91, OXTR ag 0.6, GPR7 antag -4, OXTR potentiate -2, NALP1 yeast inh -23, V1aR counter 1.4 and M18AAP inhibitor 6.
Screening COc1cccc(C=Nc2ccccc2C(=O)Nc2ccccc2)c1O returned MEKK2 mut-MEK5 -2, MEKK2wt PB1 HTS 91, OXTR ag -0.9, GPR7 antag -14, GalR3 antag -6, OXTR potentiate -8, NALP1 yeast inh 12, V1aR counter 0.0 and M18AAP inhibitor -4.
Screening CCOc1ccc(CN2CCC(=O)NC2=O)cc1 returned MEKK2 mut-MEK5 2, MEKK2wt PB1 HTS 93, OXTR ag 1.2, GPR7 antag 1, GalR3 antag -6, OXTR potentiate 1, NALP1 yeast inh 1, V1aR counter 1.0 and M18AAP inhibitor -7.
Screening CCOC(=O)C1(CCc2ccccc2)CCN(Cc2cc(OC)c(OC)cc2OC)CC1 returned MEKK2 mut-MEK5 10, MEKK2wt PB1 HTS 126, OXTR ag 1.8, GPR7 antag -2, GalR3 antag -9, OXTR potentiate 0, NALP1 yeast inh 13, V1aR counter 0.7 and M18AAP inhibitor 0.
Screening CCOC(=O)CCNC(=O)N1CCCC(C(=O)c2cc(C)c(OC)c(C)c2)C1 (configuration not stated) returned MEKK2 mut-MEK5 9, MEKK2wt PB1 HTS 108, OXTR ag -1.8, GPR7 antag -15, GalR3 antag -2, OXTR potentiate -8, NALP1 yeast inh -5, V1aR counter -0.9 and M18AAP inhibitor 4.
`COc1ccc(NC(=O)CSc2nnc(Cc3cccn3C)n2CCc2ccccc2)cc1OC` gave MEKK2 mut-MEK5 6, MEKK2wt PB1 HTS 105, OXTR ag -1.2, GPR7 antag -11, GalR3 antag -6, OXTR potentiate -5, NALP1 yeast inh -22, V1aR counter 0.5 and M18AAP inhibitor -1.
Screening CCOC(=O)Cn1c(O)c(N=NC(=O)CNC(=O)Cc2ccccc2)c2ccccc21 returned MEKK2 mut-MEK5 3, MEKK2wt PB1 HTS 102, OXTR ag -1.7, GPR7 antag -17, GalR3 antag -5, OXTR potentiate 0, NALP1 yeast inh -1, V1aR counter -0.8 and M18AAP inhibitor 1.
Screening Cc1cccc(NC(=O)CNC(=O)C(NC(=O)Cc2ccccc2)C(C)C)c1C (configuration not stated) returned OXTR ag 0.2, GalR3 antag -4, OXTR potentiate -5 and V1aR counter 0.1.
Screening CCOC(=O)c1c(CN2CCN(C)CC2)n(-c2ccccc2)c2cc(Br)c(O)cc12 returned MEKK2 mut-MEK5 13, MEKK2wt PB1 HTS 130, OXTR ag 5.4, GPR7 antag -1, GalR3 antag 3, OXTR potentiate 1, NALP1 yeast inh 12, V1aR counter 5.4 and M18AAP inhibitor 6.
CC(NC(=O)c1cnc2n(c1=O)CCS2)c1ccccc1 (configuration not stated) was read as MEKK2 mut-MEK5 6, MEKK2wt PB1 HTS 104, OXTR ag 0.4, GPR7 antag 3, GalR3 antag -3, OXTR potentiate -10, NALP1 yeast inh 0, V1aR counter 0.1 and M18AAP inhibitor -10.
CCN(CC)C(=O)c1nn(-c2ccccc2)c2c1C1CCC2(C)C1(C)C (configuration not stated) was read as MEKK2 mut-MEK5 -2, MEKK2wt PB1 HTS 92, OXTR ag -2.4, GPR7 antag -19, GalR3 antag -1, OXTR potentiate -18, NALP1 yeast inh -6, V1aR counter -1.2 and M18AAP inhibitor 0.
CCOC(=O)c1sc2nc(CSc3ccccc3Cl)[nH]c(=O)c2c1C was read as MEKK2 mut-MEK5 -2, MEKK2wt PB1 HTS 98, OXTR ag 0.3, GPR7 antag -14, GalR3 antag -5, OXTR potentiate 1, NALP1 yeast inh 17, V1aR counter 0.5 and M18AAP inhibitor -12.
O=C(NCCCN1CCOCC1)c1ccc(Cl)cc1[N+](=O)[O-] was read as MEKK2 mut-MEK5 -6, MEKK2wt PB1 HTS 107, OXTR ag 0.4, GPR7 antag -4, GalR3 antag -4, OXTR potentiate -5, NALP1 yeast inh 9, V1aR counter -0.7 and M18AAP inhibitor -6.
Screening CCOc1ccc(C(C)=O)cc1COC(=O)CNC(=O)C12CC3CC(CC(C3)C1)C2 returned OXTR ag 0.3, GalR3 antag -4, OXTR potentiate -9 and V1aR counter 2.4.
Screening COc1cc(Cl)c(C)cc1Nc1ncccn1 returned MEKK2 mut-MEK5 2, MEKK2wt PB1 HTS 105, OXTR ag -1.5, GPR7 antag -9, GalR3 antag -9, OXTR potentiate -2, NALP1 yeast inh 3, V1aR counter -1.4 and M18AAP inhibitor 6.
`CCOc1ncccc1C(=O)NCCc1c[nH]c2ccccc12` gave MEKK2 mut-MEK5 3, MEKK2wt PB1 HTS 107, OXTR ag -0.1, GPR7 antag -5, GalR3 antag -10, OXTR potentiate -18, NALP1 yeast inh 8, V1aR counter 0.3 and M18AAP inhibitor 6.

An excerpt from above in order of count of non-hydrogen atoms, lowest first.
Screening CCOc1ccc(CN2CCC(=O)NC2=O)cc1 returned MEKK2 mut-MEK5 2, MEKK2wt PB1 HTS 93, OXTR ag 1.2, GPR7 antag 1, GalR3 antag -6, OXTR potentiate 1, NALP1 yeast inh 1, V1aR counter 1.0 and M18AAP inhibitor -7.
O=Cc1c[nH]c2ccc(OCc3ccccc3)cc12 was read as OXTR ag 4.0, GalR3 antag -6, OXTR potentiate -6 and V1aR counter 0.7.
`CCOc1ncccc1C(=O)NCCc1c[nH]c2ccccc12` gave MEKK2 mut-MEK5 3, MEKK2wt PB1 HTS 107, OXTR ag -0.1, GPR7 antag -5, GalR3 antag -10, OXTR potentiate -18, NALP1 yeast inh 8, V1aR counter 0.3 and M18AAP inhibitor 6.

Reprinted at random: 2 records from the list
CCN(CC)C(=O)c1nn(-c2ccccc2)c2c1C1CCC2(C)C1(C)C (configuration not stated) was read as MEKK2 mut-MEK5 -2, MEKK2wt PB1 HTS 92, OXTR ag -2.4, GPR7 antag -19, GalR3 antag -1, OXTR potentiate -18, NALP1 yeast inh -6, V1aR counter -1.2 and M18AAP inhibitor 0.
CC(NC(=O)c1cnc2n(c1=O)CCS2)c1ccccc1 (configuration not stated) was read as MEKK2 mut-MEK5 6, MEKK2wt PB1 HTS 104, OXTR ag 0.4, GPR7 antag 3, GalR3 antag -3, OXTR potentiate -10, NALP1 yeast inh 0, V1aR counter 0.1 and M18AAP inhibitor -10.
